HepG2 tox: kills HepG2 cells in TGF-b inhibitor counter-screen. Potency, µM (titrated, usually from 46.1 µM), for inactives: at the top dose activity change, negative = cytotoxicity, most hits filed as cytotoxic. HepG2 CAGA-GFP viability, ATP luminescence, 18 h. 410,000 tested, 0.76% active; further: potency means the concentration at half of the fitted maximal effect; some results filed as inactive show a strong effect at the top dose
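CellTiter-Glo luminescence gave cytotoxicity after 18 hours at 37 degrees C. The cells were HepG2 CAGA-GFP in 1% FBS DMEM, stimulated with 500 pg/mL TGF-beta after compound addition. %Activity was normalised to no-cell wells (complete cell-killing) and DMSO (no toxicity), and curves were fitted and classified.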
A549 viability: kills or reduces viability of A549 cells in Nrf2 counter-screen. A549 ARE-Fluc cells, CellTiter-Fluor viability, 18-24 h. Potency, µM (series often up to 46 µM), inactives show at the top dose activity change, negative = cytotoxicity, usual class: inhibitors. 390,000 tested, 0.16% active; further: potency means the concentration at half of the fitted maximal effect; on the % scale 0 is the no-effect control and ±100 the full control effect
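A549 ARE_Fluc cells in 5% FBS OPTI-MEM were exposed to compounds in concentration-response for 18-24 h at 37 deg C. Viability was read by CellTiter-Fluor fluorescence (Ex 405/Em 525) after 30 min, before the luciferase read.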
ATXN viability: cell viability loss in ATXN counter-screen | S2 cells (HEK-293 line with an ATXN2-luciferase reporter) viability, CellTiter-Fluor protease fluorescence, 24 h | Potency, µM (highest dose often 56.7 µM), usual class: cytotoxic | 400,000 tested, 0.49% active; further: potency means the concentration at half of the fitted maximal effect; nearly all actives have a fitted effect of over 40% in size
Akt phos inh: blocks phosphorylation of Akt; Neuro2A IGF-stimulated pAkt S473 HTRF, 20 min; stronger effect = lower value; activity change, % for hits at 50 µM; 360,000 tested, 0.32% active; AID 651550; in the data active means activity change below about -80%; inconclusive means mostly about -51% to -80%; further: on the % scale 0 is the no-effect control and ±100 the full control effect
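Single-point screen (50 µM final compound) in Neuro2A cells stimulated 20 min with 6 nM IGF at 37 deg C. After lysis, Ser473-phosphorylated Akt read by HTRF (ex 330 nm, em 615/665 nm) as the 665/615 ratio.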
Nrf2 activator: Nrf2 pathway activation; Potency, µM (titrated, usually from 46.1 µM), inactives show at the highest dose activation, hits mostly activators; 410,000 tested, 0.31% active; AREc32 ARE-luciferase reporter (MCF7-derived line), luminescence, 24 h; further: potency means the concentration at half of the fitted maximal effect; % of control where 0% means no effect; nearly all actives have a fitted effect of over 65% in size
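AREc32_Fluc, 1000 cells/well, OPTI-MEM + 5% FBS, o/n 37 deg C 5% CO2; 23 nL cpd by pin tool, 24 hr; Steady-Glo 30 min RT, luminescence.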
CCT chaperon mod: cytosolic chaperonin activity modulation | purified chaperonin ATPase assay, HTRF ADP detection, 30 min | activity change, % (test concentration not listed), hits read low | 360,000 tested, 0.3% active | AID 651819; in the data active means activity change below about -30%; further: on the % scale 0 is the no-effect control and ±100 the full control effect
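Enzyme 40 or 20 nM (batch-dependent) in Tris pH 7.4/KCl/MgCl2/DTT; cpd 76 uM single point; ATP 10 uM; 30 min 37 °C; Transcreener ADP HTRF detection, 30 min RT; ratio 665/615.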
TGFb inhibitor: TGF-b pathway inhibition | AID 588855 | HepG2 CAGA-GFP TGF-b/SMAD3 reporter, GFP fluorescence, 18 h; TGF-beta stimulated, 500 pg/mL final | 410,000 tested, 1.2% active | Potency, µM (top dose mostly 46.1 µM), for the others: top-dose activity, negative = inhibition, usual class: inhibitors; further: potency means the concentration at half of the fitted maximal effect; on the % scale 0 is the no-effect control and ±100 the full control effect; nearly all actives have a fitted effect of over 65% in size
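Using HEPG2 CAGA-GFP reporter cells at 1000 cells/well, we pinned test compounds, stimulated with recombinant TGF-beta (500 pg/mL final) and measured total well GFP after 18 h.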
MmCpn inh: M. maripaludis TRiC chaperonin inhibition | purified Mm-Cpn ATPase, ADP Transcreener TR-FRET | Potency, µM (doses to about 76.9 µM), for the others: top-dose activity, negative = inhibition, most hits filed as inhibitors | 330,000 tested, 0.031% active | AID 504842; further: potency means the concentration at half of the fitted maximal effect; on the % scale 0 is the no-effect control and ±100 the full control effect; nearly all actives have a fitted effect of over 80% in size
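TR-FRET (320 nm excitation; 590 and 665 nm emission) reports ADP made from 10 uM ATP by 25 nM enzyme; compounds were preincubated 10 min, reaction run 30 min, both at 37°C.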
Nrf2 block: inhibitors of Nrf2 signaling; 360,000 tested, 2.1% active; Potency, µM (doses to about 46 µM), for the others: at the top dose activity change, negative = inhibition, most hits filed as inhibitors; A549 ARE-Fluc reporter, luciferase luminescence, 18-24 h; further: potency means the concentration at half of the fitted maximal effect; on the % scale 0 is the no-effect control and ±100 the full control effect; nearly all actives have a fitted effect of over 60% in size
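Concentration-response testing used A549 ARE_Fluc cells at 5000 cells/well. Following an 18-24 h compound incubation, viability was read by fluorescence (Ex 405/Em 525) and luciferase output by luminescence.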
An asterisk follows results filed as active; i = inactive; ? = inconclusive; . = no result given; [ ] = remark or other dose. Unless noted, the call rests on the fitted dose curve; in most records, active means well fitted curve in the direction sought with a large enough effect; inconclusive means small, poorly fitted or top-dose-only effect, or another doubt; inactive means no such curve, though single readings can be large; an effect the other way counts as inactive or inconclusive.

SMILES	HepG2 tox	A549 viability	ATXN viability	Akt phos inh	Nrf2 activator	CCT chaperon mod	TGFb inhibitor	MmCpn inh	Nrf2 block
NS(=O)(=O)c1ccc(CCNC(=O)CCc2nc3ccccc3s2)cc1	6%	1%	i	i	-0.4%	-3.8	7%	3%	-3%
CNCCOc1ccc(Cl)c(Cl)c1	-12%	11%	i	i	3.0%	2.5	-8%	-4%	2%
Cc1ccccc1NC(=O)CSc1ccc2nnc(-c3ccccn3)n2n1	18%	-4%	?	i	-0.5%	1.5	1%	1%	-10%
CN(C)CCN1C(=O)c2oc3ccccc3c(=O)c2C1c1ccc(F)cc1 (centres undefined)	-2%	0%	i	.	4.3%	-3.0	17%	0%	.
Cc1ccc(NC(=O)CN2CCCC2c2cccn2C)c(Br)c1 (centres undefined)	-33%	0%	i	i	5.6%	0.1	?	-3%	?
O=C(O)c1cccc(Nc2cc(Cl)c3nonc3c2[N+](=O)[O-])c1	10%	?	?	i	-0.6%	0.5	-11%	-6%	2%
Cc1ccc(C)c(-c2cc(C(=O)Nc3sc(C)c(C)c3C(N)=O)c3ccccc3n2)c1	-12%	-28%	?	i	-0.2%	-2.1	-19%	-20%	?
CC1(Oc2ccc(Cl)cc2)CCN(Cc2cccn2-c2nccs2)C1 (centres undefined)	-29%	.	i	i	3.6%	-1.3	-22%	.	.
CCOC(=O)c1c(C)sc2c1N(C(=O)CN1CCOCC1)c1cc(Cl)ccc1S2	-25%	0%	i	i	2.1%	0.4	28%	-2%	.
Cc1ccc(S(=O)(=O)c2nc(Nc3nccs3)sc2Cl)cc1	-38%	-12%	i	i	2.6%	-1.2	?	-2%	?
Cc1cccc(OCC(=O)Nc2c(C(=O)N3CCN(c4ccccc4F)CC3)oc3ccccc23)c1	-2%	?	.	.	-1.0%	.	?	.	18µM*
CCOCCCNC(=O)CCn1nc(-c2ccc(Cl)cc2)ccc1=O	-34%	0%	i	i	0.1%	-0.7	-6%	2%	5%
CCN1C(=O)[C@@H]2[C@@H](c3ccc(-c4ccc(OC)cc4)cc3)N3CCCC[C@@]3(C(=O)OC)[C@@H]2C1=O	-40%	7%	i	i	3.1%	2.2	6%	-3%	-16%
COc1ccccc1N(CC(=O)N(c1ccccc1)C(C)C)S(=O)(=O)c1cccs1	7%	-2%	i	i	-0.4%	-0.6	17%	0%	?
COCOc1ccc(-c2ncc(OCCN3CCCC3=O)nc2NC(=O)c2cc3ccccc3s2)cc1	-3%	.	i	i	0.4%[9.22 µM]	-0.9	-2%	.	.
COc1cccc(-c2cnc(C(O)c3cc(C)ccc3C)[nH]2)c1 (centres undefined)	7%	.	i	i	2.4%	0.2	20%	.	.
O=C1N/C(=N/c2ccccn2)SC1Cc1ccccc1 (centres undefined)	1%	-1%	i	i	1.8%	-0.3	-17%	1%	0%
COc1ccc(C(=O)CCS(=O)(=O)c2ccc(C)cc2)cc1	7.1µM*	1%	i	i	?	0.6	?	1%	6%
Cc1nn(Cc2ccc(F)cc2)c2sc(C(=O)Nc3ccccc3N3CCOCC3)cc12	-4%	0%	i	i	0.0%	1.7	-8%	0%	-31%
CC(C)OCCCNC(=O)COCC(=O)Nc1ccc(OCCc2ccccc2)cc1	-32%	-10%	i	i	2.9%	0.3	?	-2%	-4%
Cc1ccsc1C(=O)OCC(=O)NC1CCCC(C)C1C (centres undefined)	-3%	0%	i	i	0.0%	-2.2	-2%	0%	7%
N#Cc1ccc(NC(=O)NN2CCCCCC2)cc1	-1%	1%	i	i	0.2%	-4.0	-17%	.	-19%
CCc1ccc(NC(=S)N2CCN(c3cccc(OC)c3)CC2)cc1	-38%	6%	i	i	-0.8%	0.3	-22%	1%	-22%
COc1ccc(C2/C(=C(/O)c3ccc4c(c3)CC(C)O4)C(=O)C(=O)N2Cc2cccnc2)cc1 (centres undefined)	-2%	9%	i	i	-0.8%	0.2	5%	-1%	24%
Nc1ccn([C@@H]2O[C@H](C(=O)N3CCSC3)[C@@H](O)[C@H]2O)c(=O)n1	-8%	.	i	i	-0.8%	-1.9	-5%	.	.
CC(C)/C=C/C(=O)N1CCCC(N2CCN(c3ccccc3F)CC2)C1 (centres undefined)	-6%	-6%	i	i	3.6%	-0.7	-28%	-3%	-15%
CC1=NN(C(N)=S)C(=O)C1N=Nc1cccc(Cl)c1 (centres undefined)	-1%	-19%	?	i	4.6%	-1.2	2%	0%	?
COc1ccccc1CNc1ncnc2c1nnn2Cc1ccccc1	-3%	-7%	i	i	0.3%	-0.3	-15%	1%	7%
N#C/C(=C\c1ccccc1)C(=O)NNS(=O)(=O)c1ccc(Br)cc1	-3%	-1%	?	i	-0.6%	0.1	5%	0%	1%
C/C(=N\O)c1ccn(S(=O)(=O)c2ccc(Cl)cc2)c1	-6%	12%	i	i	-0.7%	-2.2	-1%	-3%	-5%
COc1ccc2cc(C(=O)C3CCCN(C(=O)c4cncs4)C3)ccc2c1 (centres undefined)	-33%	4%	i	i	3.3%	-1.6	?	-3%	-2%
N#C/C(=C\c1ccccc1)C(=O)N(c1ccccn1)C1CCCCC1	-68%	-3%	?	i	0.7%	1.0	?	-3%	-27%
Cc1ccc(S(=O)(=O)N2CCN(C(=O)CN3CCCCC3)C2C(C)C)cc1 (centres undefined)	3%	4%	i	i	-0.1%	-0.2	-3%	0%	8%
Cc1nc2c(-c3ccc(F)cc3)c(C)nn2c(C)c1CCC(=O)N1CCC(Cc2ccccc2)CC1	-10%	-12%	?	i	-0.2%	-1.7	?	?	3%
CCN(CC)S(=O)(=O)c1ccc(N2CCOCC2)c(NC(=O)C2CSC3(C)CCC(=O)N23)c1 (centres undefined)	-17%	-2%	i	i	-0.6%	-0.9	-18%	-2%	-12%
CCC1=C(OC(=O)N(CC)CC)N2C(=O)OC(=NCC3CC3)[C@]2(C)[C@H]2C1=CC[C@H]1C(=O)NC(=O)[C@H]12	13%	0%	i	i	0.0%	1.7	16%	-3%	-6%
Cc1ccc(S(=O)(=O)N2CCN(CC(=O)N/N=C\c3cccnc3)CC2)cc1	0%	4%	i	i	1.7%	1.6	6%	-4%	6%
Cc1nn(-c2ccccc2)c(Cl)c1/C=N/NC(=O)c1nn(C)cc1[N+](=O)[O-]	9%	-10%	i	.	?	0.8	?	2%	?
CC(=O)N1CCC(N(CCCOC(C)C)C(=O)Nc2ccc(Cl)cc2)CC1	10%	0%	i	i	3.1%	-0.6	21%	.	7%
COc1ccc(NC(=S)Nc2ccc(F)cc2)cc1	-1%	-7%	i	i	0.6%	-0.7	-15%	1%	-23%

6 compounds picked at random from the list so far:
SMILES	HepG2 tox	A549 viability	ATXN viability	Akt phos inh	Nrf2 activator	CCT chaperon mod	TGFb inhibitor	MmCpn inh	Nrf2 block
COc1ccc2cc(C(=O)C3CCCN(C(=O)c4cncs4)C3)ccc2c1 (centres undefined)	-33%	4%	i	i	3.3%	-1.6	?	-3%	-2%
CC1=NN(C(N)=S)C(=O)C1N=Nc1cccc(Cl)c1 (centres undefined)	-1%	-19%	?	i	4.6%	-1.2	2%	0%	?
Cc1cccc(OCC(=O)Nc2c(C(=O)N3CCN(c4ccccc4F)CC3)oc3ccccc23)c1	-2%	?	.	.	-1.0%	.	?	.	18µM*
COCOc1ccc(-c2ncc(OCCN3CCCC3=O)nc2NC(=O)c2cc3ccccc3s2)cc1	-3%	.	i	i	0.4%[9.22 µM]	-0.9	-2%	.	.
COc1cccc(-c2cnc(C(O)c3cc(C)ccc3C)[nH]2)c1 (centres undefined)	7%	.	i	i	2.4%	0.2	20%	.	.
COc1ccc(C(=O)CCS(=O)(=O)c2ccc(C)cc2)cc1	7.1µM*	1%	i	i	?	0.6	?	1%	6%

(list continues)
SMILES	HepG2 tox	A549 viability	ATXN viability	Akt phos inh	Nrf2 activator	CCT chaperon mod	TGFb inhibitor	MmCpn inh	Nrf2 block
Cc1ccc(NC(=O)C2CCN(S(C)(=O)=O)CC2)c(C)c1	-8%	-5%	i	i	-0.7%	0.5	-13%	-12%	-3%
CCCc1c(C(=O)N/N=C/c2cccc(OCc3ccc(F)cc3)c2)nnn1-c1nonc1N	0%	?	i	i	-0.5%	1.0	-7%	-6%	?
Cc1[nH]n(-c2ccccc2)c(=O)c1N=Nc1ccc(C(N)=O)cc1	0%	-6%	i	i	0.5%	1.0	-2%	0%	-1%
Cc1cc(C)n(C(=O)c2ccc(C)c(S(=O)(=O)N3CCCC3)c2)n1	-21%	0%	i	i	1.2%	-0.6	3%	1%	-6%
CCOc1ccc(-c2[nH]ncc2-c2csc(C)n2)c(O)c1	-2%	-7%	i	i	-0.7%	-8.8	6%	1%	0%
COC(=O)CSc1nnc(CCc2nc3ccccc3[nH]2)n1C	4%	-4%	i	i	2.1%	1.0	-4%	-1%	10%
COC(=O)c1ccc(CNC(=O)C2CCC(=O)N(Cc3cccc(F)c3)C2)cc1 (centres undefined)	-12%	-5%	i	i	-0.5%	-1.8	-5%	5%	4%
CC(C)=NOc1cc(NC(=O)CCl)cc([N+](=O)[O-])c1	-79%	-6%	25µM*	i	-2.9%	-0.6	6.3µM*	1%	4%
CCCN(CCC)C(=O)C1CCCN1S(=O)(=O)c1cccc2nsnc12 (centres undefined)	0%	0%	i	i	0.4%	1.3	1%	1%	3%
CC1CCN(S(=O)(=O)c2ccc3nc(NCc4ccc(F)cc4)ccc3c2)CC1	-20%	?	?	.	-1.0%	.	13µM*	.	-119%
O=C(NCCc1cccc(C(F)(F)F)c1)C1CCC(=O)N(CCc2cccc(F)c2)C1 (centres undefined)	-2%	-5%	i	i	0.2%	-1.5	?	-5%	?
COc1ccc2c(c1)c1nc3n(c(=O)c1n2CC(=O)Nc1ccccc1)CCS3	3%	2%	i	.	-0.4%	-0.8	?	1%	1%

Compound activity (PubChem BioAssay)

An unsorted share of the library. Share with any hit: about 4.4%.
